Source: PubChem (several laboratories)
NS3 helicase inh = HCV NS3 helicase inhibition; NS3 helicase DNA unwinding, Cy5 molecular beacon fluorescence; inhibition, % at 10.9 µM; 0.56% of 290,000 active; AID 1800;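 active = inhibition above the mean of all tested compounds plus 3 SD, set per campaign, cut at about 35% in these data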;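 note: 0% = DMSO wells and 100% = thioflavine S control wells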
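Control set: DMSO versus 110 µM thioflavine S; Material: NS3 helicase fragment of HCV; Measured by: Cy5 fluorescence at 0 and 60 min, beacon hairpin quenching; Read-out basis: percent inhibition from t60/t0 fluorescence ratio; Times: reaction time 60 min, 25 °C; Repeats: single replicate; Compound dosing: single dose, 10.9 µM nominal final, DMSO 0.8% final.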
pCIP destab = compounds decreasing mouse p/CIP protein stability | Q05BA5 | F442A p/CIP-EGFP cells, EGFP fluorescence, 16 h | decrease of EGFP signal, % at 10 µM | 0.01% of 290,000 active;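 active = EGFP signal decrease of at least 30% at 10 µM or well 3 SD below plate mean, unless failing retest; inactive = the rest, including hits failing retest or dose response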; note: some compounds called inactive have numbers as strong as hits; many of its hits are not listed in these tables
VIM-2 inhibitor = inhibitors of Pseudomonas aeruginosa VIM-2 metallo-beta-lactamase; purified VIM-2, nitrocefin hydrolysis, epi-absorbance fluorescence; AID 1527; 0.89% of 290,000 active; inhibition, % at 5.6 µM;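 active = inhibition above the mean of all tested compounds plus 3 SD, cutoff set per screening run, cut at about 7.5% in these data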;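 note: red hydrolysis product quenches plate fluorescence so inhibitors raise well fluorescence; 0% = enzyme with DMSO and 100% = DMSO without enzyme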
M18AAP inhibitor = PfM18AAP enzyme inhibition. recombinant PfM18AAP, H-Glu-NHMec fluorogenic cleavage. 1.2% of 290,000 active. inhibition, % at 7.35 µM;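 active = inhibition above the campaign mean inhibition over all tested compounds plus 3 SD, cut at about 28% in these data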;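 note: 0% = plate median of test compound wells and 100% = 2 mM ZnCl2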
SUMO HTRF inh = blocks human SUMOylation mediated by UBC9; AID 2006; HTRF SUMOylation assay, SAE1/SAE2 + UBC9, in vitro; 0.36% of 290,000 active; inhibition, % at 35 µM; in the data active = inhibition above about 50%, passing the limit was not always enough; note: strong numbers were not always called active
Target sequence (P63279 whole entry, looked up): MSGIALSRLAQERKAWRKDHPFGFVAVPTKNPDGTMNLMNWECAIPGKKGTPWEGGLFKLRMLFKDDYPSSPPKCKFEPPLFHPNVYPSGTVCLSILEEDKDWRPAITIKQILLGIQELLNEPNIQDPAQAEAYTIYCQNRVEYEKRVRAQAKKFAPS
IDE cell inh = inhibitors of human insulin-degrading enzyme in cells | P14735 | HEK cells, FAbetaB cleavage, fluorescence polarization | inhibition, % at 5.59 µM | 0.41% of 320,000 active | AID 434962;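 active = percent inhibition above the average of all tested compounds plus 3 SD, set per screening campaign, cut at about 16% in these data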;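 note: IDE supplied by intact live HEK cells; FP after avidin binding of uncleaved biotin substrate so inhibition keeps polarization high; 0% = DMSO wells and 100% = 60 µM reference IDE inhibitor Ii1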
IMP-1 inhibitor = blocks Pseudomonas aeruginosa IMP-1 metallo-beta-lactamase | purified IMP-1, nitrocefin hydrolysis, epi-absorbance fluorescence | inhibition, % at 5.6 µM | 0.45% of 290,000 active;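 active = inhibition above the mean plus 3 SD of all compounds in the same screening run, cut at about 4.5% in these data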;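 note: 0% = IMP-1 with DMSO and 100% = DMSO wells lacking enzyme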
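Assay system: purified IMP-1; Quantity: IMP-1 0.2 nM before substrate addition; Medium: HEPES buffer pH 7.1 with ZnSO4 and Brij 35; Incubation: 15 min enzyme–compound preincubation, then 25 min nitrocefin reaction, 25 °C; Signal: fluorescence quenching readout, ex 480/em 530 nm; Controls: DMSO with and without IMP-1; Repeats: singlicate testing.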
DNA FID counter = fluorescent intercalator displacement, NS3 helicase counter-screen; inhibition, % at 7.9 µM; 0.17% of 290,000 active; DNA fluorescent intercalator displacement, fluorescence; in the data active = inhibition above about 37%;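 note: 0% = vehicle and 100% = reference compound; higher means more ethidium bromide displaced from hairpin DNA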
IDE cell activ = boosts human insulin-degrading enzyme activity in HEK cells; activation, % at 5.96 µM; 0.073% of 340,000 active; AID 493087; FAbeta-B cleavage, fluorescence polarization; 0% vehicle, 100% cell-free pure enzyme wells; P14735;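 active = activation above the mean of all tested compounds plus 3 SD, set per screening campaign, cut at about 17% in these data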
Active calls of the source: *; · = not tested or not shown.

SMILES	NS3 helicase inh	pCIP destab	VIM-2 inhibitor	M18AAP inhibitor	SUMO HTRF inh	IDE cell inh	IMP-1 inhibitor	DNA FID counter	IDE cell activ
COc1ccc(Cl)cc1Nc1nnc(-c2ccncc2)s1	-0.5	4.5	8.7*	-1.8	-0.3	1.0	18.8*	-2.4	0.2
C#CCSc1nnnn1-c1cccc(Cl)c1	-0.2	-13.4	-3.2	1.8	5.0	3.0	-2.7	-1.6	-1.5
Fc1ccc(CNC(=S)Nc2cccc(C(F)(F)F)c2)cc1	0.6	10.4	-1.1	-2.4	-16.7	0.6	-1.5	-0.6	5.2
Cc1nccn1-c1ncnc2sc3c(c12)CCCC3	4.5	-9.7	2.6	-0.1	-1.5	-10.3	-4.3	-4.9	7.1
O=C1c2ccccc2C(=O)N1CC1c2ccccc2CCN1S(=O)(=O)c1ccccc1 (stereo unspecified)	-15.1	-16.3	-2.7	-6.4	14.7	5.8	-2.8	-15.4	3.6
Cc1cccn2cc(CSc3ccccc3N)nc12	8.7	2.8	-3.5	-11.6	-2.7	-0.1	-7.0	-4.2	-1.7
O=C(Nc1ccccc1)Nc1sccc1-c1nc2ccccc2s1	4.6	-9.9	-3.6	-1.8	9.6	-0.7	-2.7	-1.9	·
Cc1ccc2cc(C)c(N3CCN(c4ccccn4)CC3)nc2c1	-8.6	-14.3	-2.0	2.0	10.2	-1.4	-3.9	-13.0	-4.7
CC1CCCCN1CCCNC(=O)Cn1ncc2c([nH]c3ccccc32)c1=O (stereo unspecified)	-10.6	-6.5	-1.3	8.3	15.6	2.1	-1.3	4.5	4.3
CC(C)CCNC(=O)CN(C(=O)Cn1nnc(-c2ccc(F)cc2)n1)C1CCCC1	2.1	7.0	-2.5	6.3	3.9	2.5	-2.6	-0.4	4.9
CCOc1cccc(C(=O)NCc2ccccc2)c1	-1.1	-7.5	-4.4	0.4	7.4	-4.7	-0.1	2.4	0.4
CCCCOC(=O)c1cc(Cl)c(O)c(OC)c1	2.0	-0.7	-1.9	-3.2	4.0	0.4	-1.7	-6.1	0.1
O=C(NCCNC(=O)c1ccco1)c1ccc(F)cc1	5.4	-4.7	-2.1	-0.4	8.8	0.0	-4.3	2.7	-3.7
COc1ccc(C(C(=O)NC2CCCC2)N(C(=O)c2ccco2)c2ccc(OC)c(OC)c2)cc1 (stereo unspecified)	-2.3	-15.4	-2.1	-2.6	7.1	3.8	-1.2	-28.8	5.3
O=C(NC1CCC(O)CC1)c1cccnc1Sc1ccccc1Cl (stereo unspecified)	3.4	8.5	-2.9	1.0	-4.2	0.0	-1.2	-4.8	4.0
CCN1CCN(C(=S)NC(=O)/C=C/c2cccs2)CC1	1.2	-1.5	-2.8	1.2	13.5	3.0	-2.2	-0.2	6.3
CCc1c(C)c(C#N)c2nc3ccccc3n2c1Nc1c(C)n(C)n(-c2ccccc2)c1=O	10.7	-8.1	-0.5	-7.3	6.9	1.1	-1.2	-5.4	5.5
Cc1nn2cc(-c3ccc(Cl)cc3)cnc2c1Br	2.2	10.3	-2.7	1.8	-9.6	6.4	-2.3	2.2	2.1
COc1cc2c(cc1OC)CN(CC(=O)Nc1ccccc1C#N)CC2	-7.7	-1.5	-4.0	9.9	21.8	-0.1	2.2	-8.2	1.4
O=C(NC1CCCCCC1)C1CCN(C(=O)c2ccc(Br)cc2)CC1	7.5	-7.1	-0.7	-3.4	4.7	-1.3	0.0	-40.6	4.6
CC(C)CN(C(=O)COC(=O)CCc1c[nH]c2ccccc12)C1CCS(=O)(=O)C1 (stereo unspecified)	-0.2	-92.2	-0.8	3.3	-0.1	1.5	-2.0	-24.6	3.7
CC(C)N1CC=C2C(C#N)=C(N)C(C#N)(C#N)C(c3ccccc3)C2C1 (stereo unspecified)	-0.5	-6.3	-0.4	10.3	23.6	8.9	0.1	-2.9	0.8
C=C(C)C1CC=C(C)/C(=N/NC(=O)COc2cccc(C)c2)C1 (stereo unspecified)	-7.0	-14.3	-1.1	-2.2	-10.3	4.2	-0.4	-10.2	0.7
C(=N\Nc1nc2ccccc2[nH]1)/c1cccc2nccnc12	-13.8	2.0	0.3	2.5	1.9	3.5	-2.8	14.2	·
CC(C)N(C)NC(=S)Nc1ccccc1	4.1	8.3	-4.6	1.7	-15.9	0.0	-4.1	-5.1	-0.6

(listing goes on)
SMILES	NS3 helicase inh	pCIP destab	VIM-2 inhibitor	M18AAP inhibitor	SUMO HTRF inh	IDE cell inh	IMP-1 inhibitor	DNA FID counter	IDE cell activ
Cc1c(Cl)ccc2c1NC(=O)[C@]21[C@@H]2C(=O)N(Cc3ccccc3)C(=O)[C@@H]2[C@@H]2CCCN21	-6.9	-5.0	-1.7	-1.9	4.8	-4.9	-1.6	-31.5	5.3
NC(=O)c1cc([N+](=O)[O-])cc2c1C=Cc1ccccc1O2	2.4	-4.2	-3.1	-4.5	3.6	7.8	-0.8	4.2	3.3
Cc1cc(C)n(S(=O)(=O)c2cc(Cl)ccc2Cl)n1	-4.3	-5.8	-1.7	-1.2	14.0	4.3	-1.8	-0.8	6.8
CC(C)c1ccc(/C=N/Nc2cc(N3CCOCC3)nc(N3CCOCC3)n2)cc1	-4.6	-6.7	-3.0	-0.5	-9.3	3.3	-1.7	-3.9	0.1
Cc1ccc(N2C(=O)c3ccc(C(=O)Nc4cccnc4)cc3C2=O)c(C)c1	-3.3	-4.6	-2.5	-3.5	20.7	3.3	-0.2	-5.7	-1.0
CC(=O)c1c(C)nn(C(=O)c2cccs2)c1C	2.3	-13.2	-4.7	7.4	12.7	5.1	-4.1	-3.3	6.7
CCOc1ccc(-c2c(C(=O)N/N=C/c3ccc(OC)cc3)nnn2-c2nonc2N)cc1	-0.5	-18.9	-2.2	-3.1	9.0	19.6*	-2.1	-8.0	4.4
CCOC(=O)c1c(NCc2ccc3c(c2)OCO3)c2ccccc2[nH]c1=O	-10.1	5.8	0.7	5.6	7.1	2.7	-1.6	-18.3	0.0
Cc1cc(C)c(NC(=O)CN2C(=O)NC3(CCCCC3)C2=O)c(Cl)c1	-4.2	-9.5	-3.2	-4.7	6.9	-1.3	-1.6	1.0	9.2
CCc1ccc(NC(=O)c2cnn(-c3ccccc3)c2C)cc1	2.6	-7.2	-2.7	-4.5	16.5	12.7	-2.1	-8.7	-3.8
Cc1ccc(CNC(=O)CCNS(=O)(=O)c2cccs2)cc1	-6.2	4.6	-2.3	4.5	9.8	7.9	-2.4	-1.2	3.6
CCC(=Cc1ccc(CC)cn1)CC	5.1	-4.0	-1.5	-5.4	-0.1	2.7	-1.9	-4.3	0.7
COC(=O)c1ccccc1NC(=O)c1ccc2c(c1)OCCCO2	-14.1	-52.4	2.3	-2.5	-4.2	-0.4	0.6	-31.2	-5.7
O=C(c1ccc([N+](=O)[O-])cc1)N(Cc1cccs1)C1CCS(=O)(=O)C1 (stereo unspecified)	-2.6	5.6	-0.6	-7.0	-6.7	-0.1	-0.8	-3.0	4.0
CC(C)c1ccc(NC(=O)/C(C#N)=C/c2ccncc2)cc1	-2.4	3.6	-4.1	7.4	-5.7	3.3	-2.0	-2.2	1.3
CCOC(=O)c1c(C)nc2sc3c(c2c1-c1ccc(OC)cc1)NC(c1ccccc1)NC3=O (stereo unspecified)	-4.8	-24.5	-3.0	0.1	28.8	3.5	-0.6	-2.1	1.6
CSCCC(NC(=O)C1CCCCC1)c1nc2ccccc2[nH]1 (stereo unspecified)	14.6	-5.7	-0.8	-7.4	-0.2	1.1	-0.2	-3.5	·
Cc1ccc(S(=O)(=O)NCCc2ccncc2)cc1C	-3.8	1.0	-0.3	2.3	-20.7	6.2	-3.0	-3.6	8.2
CCCCC(=O)Nc1cccc(NC(=O)C(C)C)c1	13.7	-4.5	-0.3	-0.9	19.2	1.9	-0.5	-1.3	-0.4
CCCCN(C)CCNC(=O)c1cc(-c2cccnc2)nc2ccc(S(=O)(=O)N3CCC(C)CC3)cc12	-26.2	-12.7	-1.6	2.6	-2.1	0.8	-2.6	23.5	0.3
CCN(CC)c1ccc(-c2nc3cnccn3c2NC2CCCC2)cc1	-14.6	-7.1	-1.5	11.4	16.8	-5.1	-0.1	-11.6	3.2
COC(=O)COc1ccc(C(c2c(C)[nH][nH]c2=O)c2c(C)[nH][nH]c2=O)cc1	-8.8	4.3	0.7	17.2	9.5	·	1.5	-9.3	1.2
CC1=C(C(=O)Nc2ccccc2)C(c2ccc(C)cc2)N=C(Nc2nc3ccccc3o2)N1 (stereo unspecified)	1.4	7.5	-2.6	-3.3	·	0.3	-1.9	-2.5	1.3
O=C(CCN1CCCC1Cc1ccccc1)c1ccc2c(c1)OCCO2 (stereo unspecified)	-4.8	-1.6	1.1	-15.8	-9.5	-3.6	-2.2	-10.1	5.7
Cc1ccccc1N(C(=O)c1snc(C(N)=O)c1N)C(C(=O)NC1CCCC1)c1ccco1 (stereo unspecified)	-0.7	-7.6	-2.1	1.5	-1.1	·	-3.7	-38.5	3.8

Single records, as listed above.
Results for O=C1c2ccccc2C(=O)N1CC1c2ccccc2CCN1S(=O)(=O)c1ccccc1 (stereo unspecified) : NS3 helicase inh = -15.1; pCIP destab = -16.3; VIM-2 inhibitor = -2.7; M18AAP inhibitor = -6.4; SUMO HTRF inh = 14.7; IDE cell inh = 5.8; IMP-1 inhibitor = -2.8; DNA FID counter = -15.4; IDE cell activ = 3.6
Results for CC(C)N1CC=C2C(C#N)=C(N)C(C#N)(C#N)C(c3ccccc3)C2C1 (stereo unspecified) : NS3 helicase inh = -0.5; pCIP destab = -6.3; VIM-2 inhibitor = -0.4; M18AAP inhibitor = 10.3; SUMO HTRF inh = 23.6; IDE cell inh = 8.9; IMP-1 inhibitor = 0.1; DNA FID counter = -2.9; IDE cell activ = 0.8

(cont.)
SMILES	NS3 helicase inh	pCIP destab	VIM-2 inhibitor	M18AAP inhibitor	SUMO HTRF inh	IDE cell inh	IMP-1 inhibitor	DNA FID counter	IDE cell activ
COc1ccc(-c2nnsc2N2C(=O)c3ccccc3C2=O)cc1	6.1	-8.2	-0.7	-3.0	12.5	-1.9	-1.4	-8.8	·
CCOC(=O)c1c(-c2ccc(C)o2)csc1NC(=O)CN1CCC(C(N)=O)CC1	-15.5	-14.7	-2.5	-8.2	-8.8	3.0	-2.1	-15.5	4.2
O=C(c1cnn2c(C(F)F)cc(-c3ccccc3)nc12)N1CCN2CCCC2C1 (stereo unspecified)	-1.3	-11.6	5.8	3.8	7.7	2.9	-3.1	-5.0	3.2
CC(=O)N1CCOc2ccc(S(=O)(=O)NCC3CCC(C(=O)Nc4ccc(C)cn4)CC3)cc21 (stereo unspecified)	-6.9	-3.1	-0.4	0.7	7.6	-1.3	-1.1	-38.9	2.1
C=CCc1cccc2cc(C(=O)NC3CCCCC3)c(=O)oc12	-2.4	4.5	0.5	-14.7	15.8	-3.9	-2.4	-13.8	6.9
Cc1cc(C)c(C#N)c(N2CCCC(C(N)=O)C2)n1 (stereo unspecified)	0.1	-23.4	2.0	-5.1	9.4	-0.6	1.6	1.0	7.9
COc1ccc(N(C(=O)CNC(=O)c2ccco2)C(C(=O)NC2CCCCC2)c2ccncc2)cc1 (stereo unspecified)	-5.3	-13.3	-2.6	0.4	-13.7	3.9	-1.0	-14.6	-4.6

No enrichment for hits, and some 3.6% of all compounds hit somewhere here.
